Bioassay records from PubChem.
Apoferritin bind – candidate novel general anesthetic via apoferritin binding; Potency, µM (top dose mostly 77.5 µM), without a hit: at the top dose activity change, negative = displacement, actives largely listed as inhibitors; apoferritin/1-aminoanthracene competitive binding, fluorescence; 350,000 compounds, 0.074% hits; P02791; further: potency means the concentration at half of the fitted maximal effect; on the % scale 0 is the no-effect control and ±100 the full control effect; nearly all actives have a fitted effect of over 20% in size
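Horse-spleen apoferritin (10 uM) was mixed with 50% saturated 1-aminoanthracene in PBS, exposed to compounds for 10 min at room temperature, and read for fluorescence (ex 380 nm, em 535 nm). Competitive displacement was fitted with a four-parameter Hill equation.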
GRP78 ERSR act – induces the endoplasmic reticulum stress response in human glioma cells. U87-MG GRP78 promoter luciferase reporter, 16 h. Potency, µM, for inactives: top-dose activation, actives largely listed as activators. 420,000 compounds, 0.02% hits. AID 602332; further: potency means the concentration at half of the fitted maximal effect; series mostly up to about 76 µM; % of control where 0% means no effect; nearly all actives have a fitted effect of over 35% in size
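Stably transfected U87-MG human glioma cells carrying a GRP78-based luminescent sensor were seeded at 1000 cells/well, pin-dosed with compounds and incubated 16 h. Luciferase reagent was then added, and end-point luminescence was read after 10 min at room temperature.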
LDHA block – blocks human lactate dehydrogenase A | P00338 | AID 1347041 | activity change, % (values are at about 110 or 230 µM) | 480,000 compounds, 0.15% hits | purified LDHA, NADH/diaphorase-resazurin fluorescence; active compounds read low; in the data active means activity change below about -30%; inconclusive means mostly about -25% to -30%;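 further: plate controls were DMSO wells for no effect and wells without enzyme for full effect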
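Resorufin fluorescence (ex540/em590), read at 0 and 20 min after diaphorase/resazurin addition, reports the NADH left after a 5 min room-temperature reaction of 2 nM human LDH5 with 0.06 mM NADH and 0.2 mM pyruvate.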
Pol iota inh – DNA polymerase iota (human) inhibition | Q9UNA4 | Pol iota fluorescent replication assay, 10 min | Potency, µM (doses to about 115 µM), inactives show at the top dose activity, negative = inhibition, most hits filed as inhibitors | 390,000 compounds, 1% hits | AID 588590; further: potency means the concentration at half of the fitted maximal effect
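Pol iota at 10 nM preincubated 15 min with compounds at room temperature; reaction started with fluorescent substrate, 50 nM final. Fluorescence read kinetically at 0 and 10 min; buffer-only wells as negative control.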
Pol kappa inh – blocks human DNA polymerase kappa activity | Q9UBT6 | purified Pol kappa, fluorescent DNA synthesis assay, 10 min | Potency, µM (series often up to 107 µM), for the others: top-dose activity, negative = inhibition, usual class: inhibitors | 400,000 compounds, 0.53% hits; further: potency means the concentration at half of the fitted maximal effect; on the % scale 0 is the no-effect control and ±100 the full control effect
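10 nM Pol kappa preincubated 15 min at room temperature with compounds, then reaction started with substrate at 50 nM final. Fluorescence read kinetically at 0 and 10 min; buffer-only wells served as negative control.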
Pol beta inh – blocks human DNA polymerase beta activity; Pol beta primer extension/strand displacement, fluorescence kinetic; AID 485314; P06746; Potency, µM (series often up to 114 µM), for the others: top-dose activity change, negative = inhibition, usual class: inhibitors; 340,000 compounds, 1.3% hits; further: potency means the concentration at half of the fitted maximal effect; on the % scale 0 is the no-effect control and ±100 the full control effect
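Values derive from four-parameter Hill fits of normalized kinetic data: reads at 0 and 10 min following addition of 50 nM substrate to 10 nM Pol beta preincubated 15 min with compound.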
APEX1 inh – blocks human APE1 abasic DNA cleavage. recombinant APE1, TAMRA/BHQ-2 abasic DNA cleavage fluorescence. Potency, µM (highest dose often 65.8 µM), for the others: top-dose activity change, negative = inhibition, most hits filed as inhibitors. 350,000 compounds, 0.35% hits. AID 2517;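 further: potency means the concentration at half of the fitted maximal effect; plate controls were vehicle for no effect and reference inhibitor for full effect; nearly all actives have a fitted effect of over 55% in size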
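Endonuclease cleavage of a quenched abasic-site DNA duplex (50 nM) by APE1 (0.75 nM) was tracked by TAMRA dequenching. Compounds were preincubated with enzyme 15 min at room temperature; data normalized to buffer-only and DMSO wells plus NSC13755 control.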
BLM inh – blocks DNA unwinding by human BLM helicase | 350,000 compounds, 0.2% hits | Potency, µM (doses to about 56.1 µM), for inactives: top-dose activity change, negative = inhibition, actives largely listed as inhibitors | P54132 | AID 2528 | recombinant BLM DNA unwinding, fluorescence dequenching;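 further: potency means the concentration at half of the fitted maximal effect; plate controls were vehicle for no effect and no enzyme for full effect; nearly all actives have a fitted effect of over 35% in size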
Target sequence (P54132 whole entry, looked up): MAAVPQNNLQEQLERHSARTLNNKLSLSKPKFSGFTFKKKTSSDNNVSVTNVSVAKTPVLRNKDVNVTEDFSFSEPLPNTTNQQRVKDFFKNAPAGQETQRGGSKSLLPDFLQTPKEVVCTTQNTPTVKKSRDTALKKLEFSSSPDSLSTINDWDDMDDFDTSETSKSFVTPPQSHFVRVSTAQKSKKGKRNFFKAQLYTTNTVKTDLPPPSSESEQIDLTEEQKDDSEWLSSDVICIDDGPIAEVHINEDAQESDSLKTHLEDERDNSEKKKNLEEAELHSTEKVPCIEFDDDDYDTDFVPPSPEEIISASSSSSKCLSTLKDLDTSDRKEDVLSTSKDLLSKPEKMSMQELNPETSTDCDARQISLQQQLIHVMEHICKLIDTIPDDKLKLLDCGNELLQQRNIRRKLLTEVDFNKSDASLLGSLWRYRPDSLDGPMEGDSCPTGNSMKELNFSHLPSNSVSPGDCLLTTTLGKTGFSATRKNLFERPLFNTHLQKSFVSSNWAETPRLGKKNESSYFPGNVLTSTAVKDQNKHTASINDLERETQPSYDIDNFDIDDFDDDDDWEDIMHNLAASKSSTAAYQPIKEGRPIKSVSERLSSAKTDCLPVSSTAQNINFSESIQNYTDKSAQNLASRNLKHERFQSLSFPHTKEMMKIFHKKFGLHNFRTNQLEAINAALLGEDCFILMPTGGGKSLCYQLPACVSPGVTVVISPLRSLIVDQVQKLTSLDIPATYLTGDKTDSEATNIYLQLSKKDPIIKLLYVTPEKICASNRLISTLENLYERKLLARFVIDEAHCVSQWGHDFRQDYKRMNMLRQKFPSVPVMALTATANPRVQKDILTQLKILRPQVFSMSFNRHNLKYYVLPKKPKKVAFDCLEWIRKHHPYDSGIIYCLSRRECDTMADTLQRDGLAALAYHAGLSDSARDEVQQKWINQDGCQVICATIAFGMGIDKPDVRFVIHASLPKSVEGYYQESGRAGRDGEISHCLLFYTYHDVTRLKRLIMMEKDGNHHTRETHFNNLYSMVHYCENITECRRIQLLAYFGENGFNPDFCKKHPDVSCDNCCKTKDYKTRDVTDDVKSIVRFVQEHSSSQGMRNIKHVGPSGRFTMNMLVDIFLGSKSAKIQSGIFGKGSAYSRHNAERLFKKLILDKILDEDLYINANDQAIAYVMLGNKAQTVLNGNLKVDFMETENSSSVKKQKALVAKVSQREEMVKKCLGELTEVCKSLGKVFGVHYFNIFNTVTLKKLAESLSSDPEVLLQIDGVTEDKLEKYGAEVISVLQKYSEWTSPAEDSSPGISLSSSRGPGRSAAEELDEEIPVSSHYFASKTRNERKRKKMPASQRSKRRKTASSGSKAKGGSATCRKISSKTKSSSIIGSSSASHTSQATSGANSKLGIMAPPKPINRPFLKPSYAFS
Pol eta inh – blocks human DNA polymerase eta activity; Q9Y253; recombinant Pol eta, fluorescent DNA replication assay; Potency, µM (doses to about 114 µM), without a hit: at the top dose activity change, negative = inhibition, usual class: inhibitors; 390,000 compounds, 1.2% hits; further: potency means the concentration at half of the fitted maximal effect; on the % scale 0 is the no-effect control and ±100 the full control effect
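Pol eta (10 nM) was preincubated with compounds for 15 min at room temperature, after which fluorescent replication substrate (50 nM final) was added to start the reaction. Fluorescence was read kinetically at 0 and 10 min.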
* hit, by the source's call; ? = inconclusive; · = no result given; & = joins results of further samples; [ ] = dose if it differs, or a comment. Unless noted, the call rests on the fitted dose curve; in most records, active means well fitted curve in the direction sought with a large enough effect; inconclusive means small, poorly fitted or top-dose-only effect, or another doubt; inactive means no such curve, though single readings can be large; an effect the other way counts as inactive or inconclusive. Not all compounds are listed; rates above refer to the full screens.

Key to letters: A = Apoferritin bind; B = GRP78 ERSR act; C = LDHA block; D = Pol iota inh; E = Pol kappa inh; F = Pol beta inh; G = APEX1 inh; H = BLM inh; I = Pol eta inh
(1) CCN(Cc1ccncc1)C(=O)Cc1cccs1
  A: -15%	B: -5%	C: -4	D: -16%	E: -1%	F: -26%	G: 10%	H: -2%	I: -1%

(2) O=c1cc(CN2CCN(S(=O)(=O)c3ccccc3[N+](=O)[O-])CC2)nc2sccn12
  A: -6%	B: -2%	C: 1	D: 21%	E: 7%	F: 9%	G: -4%	H: -1%	I: -12%

(3) O=C(COC(=O)COc1ccccc1)NC1CCCc2ccccc21 (centres undefined)
  A: 3%	B: -6%	C: -2	D: 13%	E: 7%	F: 9%	G: ?	H: -10%	I: -17%

(4) CCc1nc(NCCCn2ccnc2)c2oc3ccccc3c2n1
  A: -10%	B: 1%	C: -3	D: 0%	E: 1%	F: 4%	G: 9%	H: 5%	I: -10%

(5) CC(C)NC(=S)N1CCN(C/C=C/c2ccccc2)CC1
  A: -3%	B: -1%	C: -5	D: 61%[activator]	E: 6%	F: 6%	G: 2%	H: -1%	I: -8%

(6) CCOC(=O)/C(C#N)=C1\Nc2ccccc2N=C1N(CC(C)C)CC(C)C
  A: -11%	B: -3%	C: 5	D: ?	E: -6%	F: 0%	G: 2%	H: -5%	I: 0%

(7) CCOC(=O)Cn1c(-c2cccs2)cc2cc(Cl)ccc21
  A: 44%[activator]	B: -3%	C: 2	D: 4%	E: -12%	F: -1%	G: ·	H: -7%	I: -22%

(8) CN1CCN(c2ncc3nc(CCc4ccccc4)c(=O)n(Cc4ccc(F)cc4)c3n2)CC1
  A: ·	B: -4%	C: ·	D: ·	E: -14%[60.1 µM]	F: ·	G: 0%	H: 0%	I: ·

(9) Cc1ccc2c(c1)N(CCC(=O)NC1CCCCC1C)C(=O)CO2 (centres undefined)
  A: -5%	B: -3%	C: -5	D: 12%	E: -7%	F: 57%	G: -6%	H: 3%	I: -1%

(10) COc1ccc(/C=N/NC(=O)C2(C)NC(C)(C)Cc3ccccc32)cc1 (centres undefined)
  A: -16%	B: -6%	C: -5	D: 51%[activator]	E: 1%	F: ?	G: -5%	H: -3%	I: -9%

(11) CCOc1ccccc1Nc1nc(N)nc(CN(C)C2CCCCC2)n1
  A: -14%	B: -1%	C: 2	D: 6%	E: -7%	F: -9%	G: -4%	H: 0%	I: -13%

(12) O=C(Nc1cc(-c2nc3ccccc3o2)ccc1Cl)c1cccc2c(Cl)cccc12
  A: -2%	B: -2%	C: -4	D: 2%	E: -17%	F: -1%	G: ·	H: 2%	I: -9%

(13) CSc1c(CC(=O)Nc2ccccc2Cl)n(Cc2ccccc2)c2ccccc12
  A: -9%	B: -5%	C: 1	D: 10%	E: 0%	F: 5%	G: -1%	H: -4%	I: -12%

(14) COc1ccc(S(=O)(=O)N2CCOCC2)cc1C(=O)NC1CCCCCC1
  A: ·	B: 0%	C: -3	D: 24%	E: -10%	F: ·	G: 5%	H: ·	I: -6%

(15) COC(=O)c1c(NS(=O)(=O)c2ccc3ccccc3c2)sc2c1CCCC2
  A: -17%	B: 0%	C: 1	D: ?	E: 0%	F: 0%	G: 3%	H: -6%	I: -16%

#16 Cc1ccc(-c2csc(NC(=O)c3cccs3)n2)cc1
#17 CC1(C)C(=O)NCCN1C(=O)CCCC(=O)O
#18 CC1(C(=O)OCC(=O)Nc2ccc(S(=O)(=O)N3CCOCC3)cc2)CC1(Cl)Cl (centres undefined)
#19 O=C(c1ccc(Br)s1)N1CCc2ccccc2C1
#20 O=C(O)CCc1ccc(-c2ccccc2)n1-c1ccc(C(=O)O)cc1
#21 Cc1onc(-c2ccccc2)c1C(=O)N(Cc1ccccc1)C(C)C
#22 CC(C)(C)c1ccc(Oc2ccc(N)cn2)cc1
#23 CC1=C(C(=O)Nc2cccc(C)n2)C(c2ccc3c(c2)OCO3)C2=C(CC(c3ccco3)CC2=O)N1 (centres undefined)
Compound,16,17,18,19,20,21,22,23
Apoferritin bind,-1%,-1%,·,?,-2%&32%,-11%,-19%,-11%
GRP78 ERSR act,3%,-4%,0%,8%,0%&-2%,0%,-15%,0%
LDHA block,-8,-5,-7,0,2&0,-1,-1,9
Pol iota inh,7%,20%,60%[activator],-4%,1%&-24%,-20%,6%,12%
Pol kappa inh,-15%,-16%,-15%,-14%,-10%&-25%,12%,-11%,-12%
Pol beta inh,13%,-7%,·,36%,14%&-27%,15%,31%[activator],7%
APEX1 inh,-11%,-3%,7%,-5%,-1%,15%,17%,-5%
BLM inh,-4%,-2%,·,-4%,2%&0%,-7%,-6%,-11%
Pol eta inh,-19%,-20%,-5%,4%,1%&-8%,-16%,-18%,-26%

Another view of some results above:
Results follow in this order: Apoferritin bind	GRP78 ERSR act	LDHA block	Pol iota inh	Pol kappa inh	Pol beta inh	APEX1 inh	BLM inh	Pol eta inh
[11] CCOc1ccccc1Nc1nc(N)nc(CN(C)C2CCCCC2)n1
    -14%	-1%	2	6%	-7%	-9%	-4%	0%	-13%
[12] O=C(Nc1cc(-c2nc3ccccc3o2)ccc1Cl)c1cccc2c(Cl)cccc12
    -2%	-2%	-4	2%	-17%	-1%	·	2%	-9%
[13] CSc1c(CC(=O)Nc2ccccc2Cl)n(Cc2ccccc2)c2ccccc12
    -9%	-5%	1	10%	0%	5%	-1%	-4%	-12%
[14] COc1ccc(S(=O)(=O)N2CCOCC2)cc1C(=O)NC1CCCCCC1
    ·	0%	-3	24%	-10%	·	5%	·	-6%
[15] COC(=O)c1c(NS(=O)(=O)c2ccc3ccccc3c2)sc2c1CCCC2
    -17%	0%	1	?	0%	0%	3%	-6%	-16%
[16] Cc1ccc(-c2csc(NC(=O)c3cccs3)n2)cc1
    -1%	3%	-8	7%	-15%	13%	-11%	-4%	-19%
[17] CC1(C)C(=O)NCCN1C(=O)CCCC(=O)O
    -1%	-4%	-5	20%	-16%	-7%	-3%	-2%	-20%
[18] CC1(C(=O)OCC(=O)Nc2ccc(S(=O)(=O)N3CCOCC3)cc2)CC1(Cl)Cl (centres undefined)
    ·	0%	-7	60%[activator]	-15%	·	7%	·	-5%
[19] O=C(c1ccc(Br)s1)N1CCc2ccccc2C1
    ?	8%	0	-4%	-14%	36%	-5%	-4%	4%
[20] O=C(O)CCc1ccc(-c2ccccc2)n1-c1ccc(C(=O)O)cc1
    -2%&32%	0%&-2%	2&0	1%&-24%	-10%&-25%	14%&-27%	-1%	2%&0%	1%&-8%
[21] Cc1onc(-c2ccccc2)c1C(=O)N(Cc1ccccc1)C(C)C
    -11%	0%	-1	-20%	12%	15%	15%	-7%	-16%
[22] CC(C)(C)c1ccc(Oc2ccc(N)cn2)cc1
    -19%	-15%	-1	6%	-11%	31%[activator]	17%	-6%	-18%
[23] CC1=C(C(=O)Nc2cccc(C)n2)C(c2ccc3c(c2)OCO3)C2=C(CC(c3ccco3)CC2=O)N1 (centres undefined)
    -11%	0%	9	12%	-12%	7%	-5%	-11%	-26%

Following part
#24 O=C(c1ccco1)N(Cc1cc2ccccc2[nH]c1=O)C1CCCCC1
#25 CC(OC(=O)c1ccc(Cl)c(S(N)(=O)=O)c1)C(=O)NCc1ccc2c(c1)OCO2 (centres undefined)
#26 CC1(C(=O)Nc2cccc(C(F)(F)F)c2)Cc2ccccc2C(=O)O1 (centres undefined)
#27 COC(=O)[C@]1(C)N[C@H](CN(C)S(=O)(=O)c2ccc(-c3ccccc3)cc2)[C@@H]2C(=O)N(C)C(=O)[C@@H]21
Compound,24,25,26,27
Apoferritin bind,-3%,·,16µM*,·
GRP78 ERSR act,1%,0%,-3%,-2%
LDHA block,-3,-5,1,-1
Pol iota inh,4%,22%,21%,60%[activator]
Pol kappa inh,3%,-12%,-7%,0%
Pol beta inh,-1%,·,-1%,·
APEX1 inh,0%,-8%,·,24%
BLM inh,-6%,·,-4%,·
Pol eta inh,-1%,2%,-27%,-5%

An excerpt from above in order of the Pol kappa inh value, rising:
entry | SMILES | Pol kappa inh
26 | CC1(C(=O)Nc2cccc(C(F)(F)F)c2)Cc2ccccc2C(=O)O1 (centres undefined) | -7%
1 | CCN(Cc1ccncc1)C(=O)Cc1cccs1 | -1%
2 | O=c1cc(CN2CCN(S(=O)(=O)c3ccccc3[N+](=O)[O-])CC2)nc2sccn12 | 7%
